Screens: PubChem BioAssay, several laboratories
HSF1 inhib: HSF1 inhibition | activity change, negative = inhibition, % at 7.5 µM (by protocol) | actives 0.77% (n = 300,000) | AID 2098 | NIH3T3-HGL HSE-luciferase, MG132-induced, luminescence 8 h; hits give low values;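 active = more than half of replicate wells show activity change below -50%, luminescence cut by over half; inconclusive = some wells, but at most half, below -50%; inactive = no replicate well below -50%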;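 note: luciferase reports HSF-1 transcriptional activity via heat shock element; 0% = median of DMSO wells and -100% = zero luminescence signal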
HSP90 inh: inhibitors of HSP90 luciferase refolding in rabbit reticulocyte lysate. luciferase refolding luminescence, 3 h. AID 1789. inhibition, % at 5.6 µM. actives 0.91% (n = 290,000);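 active = inhibition above the screen-wide mean plus 3 SD, computed separately per campaign, cut at about 16% in these data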;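 note: 0% = DMSO wells and 100% = 60 µM geldanamycin wells; inhibitors lower the luminescence because luciferase stays unfolded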
HSF-1 act: increases HSF-1 driven luciferase reporter signal. actives 1.7% (n = 300,000). NIH3T3-HGL HSF-1 luciferase reporter, MG132, 8 h; 100% = twice DMSO control signal. activation, % at 9 µM;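 active = mean replicate activation of at least 50% with a set share of replicates each reaching 50%; inconclusive = only one of those two conditions met; inactive = mean below 50% and too few replicates reaching it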;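 note: 0% = median of the neutral control wells and 100% = twice that signal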
AI-2 QS mod: modulators of Vibrio harveyi AI-2 quorum sensing system; actives 0.4% (n = 300,000); activity change, % at 7.5 µM; Vibrio harveyi JMH597 AI-2 luminescence/OD600 ratio, 9 h; hits give low values; strain lacks LuxN and CqsS sensors; 0 = neutral-control median; in the data active = activity change below about -75%, passing the limit was not always enough; inconclusive = no clear call, values can overlap the other calls;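 note: luminescence divided by OD600 gain over 9 h not by final OD600 alone; inactives centre near 13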
KLF5 inhibitor: suppresses KLF5 promoter-driven expression. DLD-1 KLF5 promoter-luciferase reporter, luminescence. inhibition, % at 5 µM. actives 0.23% (n = 290,000);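 active = inhibition above a per-plate limit of that plate's mean compound inhibition plus 3 SD, cut at about 60% in these data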;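 note: 0% = DMSO wells and 100% = LY294002 at 200 µM; higher means less KLF5 promoter-driven luciferase light; inactives centre near -14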
Platelet DG rel: platelet dense granule release activity. human platelet-rich plasma, SFLLRN dense granule ATP release, luminescence. inhibition, %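 (compounds screened at 7.5 µM in platelet-rich plasma)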. actives 0.22% (n = 300,000);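 active = mean replicate score, as percent of positive control, at or above 50; inconclusive = mean below 50 but at least one replicate at or above 50; inactive = mean and every replicate below 50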
HDAC3 inh: blocks human histone deacetylase 3. O15379. recombinant HDAC3, fluorogenic peptide/trypsin coupled, fluorescence. inhibition, % at 8.3 µM. actives 0.15% (n = 320,000). AID 2718; in the data active = inhibition above about 26%, passing the limit was not always enough; inconclusive = no clear call, values can overlap the other calls
Target sequence (O15379 whole entry, looked up): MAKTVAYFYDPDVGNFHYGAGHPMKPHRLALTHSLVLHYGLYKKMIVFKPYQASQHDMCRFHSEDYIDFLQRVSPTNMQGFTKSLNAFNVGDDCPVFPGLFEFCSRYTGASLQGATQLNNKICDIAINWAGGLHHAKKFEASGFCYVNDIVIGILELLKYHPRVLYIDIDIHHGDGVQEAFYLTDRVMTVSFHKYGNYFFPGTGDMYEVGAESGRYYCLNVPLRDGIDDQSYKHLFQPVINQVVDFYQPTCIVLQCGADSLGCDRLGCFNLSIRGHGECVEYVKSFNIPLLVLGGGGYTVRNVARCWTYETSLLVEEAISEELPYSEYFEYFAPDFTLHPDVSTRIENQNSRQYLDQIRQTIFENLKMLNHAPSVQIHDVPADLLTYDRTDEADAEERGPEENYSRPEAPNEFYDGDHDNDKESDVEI
aSyn UTR inh: MLPCN primary screen, SNCA 5' untranslated region. inhibition, % (tested at 7.5 µM). actives 0.82% (n = 300,000). alpha-synuclein 5'UTR reporter, inhibitor activity. AID 1813; in the data active = inhibition above about 60%; inconclusive = no clear call, values can overlap the other calls;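 note: H4 neuroglioblastoma cells stably carrying SNCA 5'UTR luciferase fusion; 0% = DMSO wells and 100% = positive control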
HIF activator: HIF pathway transcriptional activation; activation, % at 7.5 µM (by protocol); actives 0.32% (n = 300,000); AID 1910; U2OS HRE-luciferase reporter, luminescence; normalized: DMSO 0%, desferrioxamine 100%;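 active = mean activation of at least 10% of the iron chelator positive control signal, with at least half of replicates also reaching 10%; inconclusive = mean and replicate majority disagree about reaching 10%; inactive = mean and most replicates under 10%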
IEC-6 tox: kills IEC-6 intestinal cells in KLF5 counter-screen; inhibition, % at 5 µM; AID 1825; actives 0.78% (n = 290,000); IEC-6 cytotoxicity, luminescence viability; in the data active = inhibition above about 22%;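 note: 0% = plate median of test compound wells and 100% = cytotoxic reference compound wells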
* hit, by the source's call; ? = inconclusive; . = no result given; & = joins results of further samples. Compounds as they come. About 5% of those tested had a hit in this group.

SMILES	HSF1 inhib	HSP90 inh	HSF-1 act	AI-2 QS mod	KLF5 inhibitor	Platelet DG rel	HDAC3 inh	aSyn UTR inh	HIF activator	IEC-6 tox
CS(=O)(=O)Nc1ccc(C2=NN(C(=O)c3ccccc3)C(c3cccs3)C2)cc1 (stereo unspecified)	1	0	15	17	-14	1	6	2	-0.4	-3
Cc1cccc(NC(=S)N(CCN(C)C)Cc2cc3cc(C)cc(C)c3[nH]c2=O)c1	-5	2	19	16	-26	-5	6	-14	0.3	0
O=C(CCC1CCCC1)NCc1ccccn1	-3	6	6	17	-9	-1	6	16	0.1	-2
Cn1c(OCc2ccco2)nc2c1c(=O)n(Cc1ccc(Cl)c(Cl)c1)c(=O)n2C	-6	-2	4	21	-23	-1	12	0	0.1	1
CN(C)C(=O)COC(=O)/C=C/c1ccccc1[N+](=O)[O-]	-11	-5	3	18	-9	7	-4	-2	-0.4	3
CN1CCC(N(C)S(=O)(=O)c2ccc(Cl)cc2)CC1	-6	0	-11	9	-29	-4	-2	-2	-14	-3
Cn1ncc(Cl)c1C(=O)N1CCN(C23CC4CC(CC(C4)C2)C3)CC1	5	3	4	15	-39	19	.	-13	0.3	2
Cc1ccc(OCc2cc(C(=O)N(C)Cc3nccn3C)no2)cc1C	-2	0	-2	1	-42	-18	-1	-8	0.9	-5
CCOC(=O)/C(C#N)=C/NC(=O)NC(C)(C)C	4	1	4	0	-12	4	3	-41	-0.1	-2
N#CC1=C(N)C(C#N)(C#N)C(c2cccnc2)C2CCCC=C12 (stereo unspecified)	.	-4	.	14	-3	.	2	.	.	-5
Cc1ccc(NS(=O)(=O)c2cc3c4c(cccc4c2)C(=O)NC3=O)cc1C	-10	-1	-18	37	-1	0	.	32	-1.1	15
Cc1ccc(NC(=O)C2CCCN2C(=O)OCc2ccccc2)c(O)c1 (stereo unspecified)	-7	-3	-3	11	0	4	-8	-58	0.3	-3
COC(=O)c1c(NC(=O)c2ccccc2)sc(C(N)=O)c1C	-5	-3	3	5	-24	-33	-3	17	-0.8	4
CCCOC(=O)c1c(NC(=O)C2C3C=CC(C3)C2C(=O)O)sc2c1CCC(C)C2 (stereo unspecified)	0	-2	-6	76	-34	-6	4	3	-0.5	2
CCOC(=O)C1=C(c2ccccc2)N=c2s/c(=C\c3cccc(O)c3)c(=O)n2C1c1cccs1 (stereo unspecified)	4	6	5	20	12	5	2	25	-0.3	7
COc1ccc(NS(=O)(=O)c2c(C)n(C)c(=O)n(C)c2=O)cc1OC	-5	-1	-18	28	-3	-2	1	10	-0.2	4
C=CCn1c(-c2csc3ccccc23)n[nH]c1=S	2	6	1	-6	-13	3	6	16	0.0	-1
NCCc1cnc[nH]1	-6&7	0&5	7&-15	16&7	1&-19	1&2	-3	14&4	-0.1&-0.1	2&-3
COC(=O)c1ccncc1C(=O)Nc1ccc(Oc2ncc(C(F)(F)F)cc2Cl)cc1	3	0	-6	14	-9	2	-2	-21	0.2	-11
O=S(=O)(Cc1ccc(Cl)cc1)c1ccccc1-c1nnc(-c2ccc(Cl)cc2)o1	3	-3	-1	0	2	-2	0	32	-0.4	1
COC(=O)c1cc(Nc2cc(C)c3c(O)cccc3n2)cc(C(=O)OC)c1	-5	-2	-4	-6	-26	-9	.	-45	1.5	0
COc1ccc(-c2ccc(-c3nnn(CC(=O)N4CCOCC4)n3)cc2)cc1	17	-3	7	15	-11	1	1	-166	2.2	1
COc1ccccc1N1CCN(C(=O)C(=O)c2cn(CC(=O)N3CCOCC3)c3ccccc23)CC1	3	-6	-2	8	-12	19	-2	18	-1.0	4
Cc1c(NC(=O)CSc2nnnn2-c2ccc(O)cc2)c(=O)n(-c2ccccc2)n1C	-2	-4	-1	41	-38	1	-2	-8	0.0	-2
Cc1ccc(Nc2nc(C(=O)NCC3CCCO3)cs2)cc1 (stereo unspecified)	3	-3	4	8	-15	-8	-2	-15	1.5	5
O=S(=O)(Cc1ccccc1)c1cnc2ccccc2n1	8	2	23	1	-19	-1	4	-2	-0.2	0
O=C(O)CSCC(=O)N1CCN(Cc2ccc3c(c2)OCO3)CC1	-3	6	-1	10	-19	2	-1	2	1.0	-2
CCOC(=O)Cc1c(C)nc2c(-c3ccc(Cl)cc3)c(C)nn2c1C	-2	-1	14	10	5	-2	-4	8	-0.4	-3
Cc1ccc(-c2noc(CN(C)C(=O)c3ccc(Br)o3)n2)cc1	3	.	4	-26	.	-29	0	4	-0.3	.
COc1cc(CN2CCCC(C(=O)Nc3ccccc3Oc3cccnc3)C2)ccc1F (stereo unspecified)	2	0	10	4	-13	-6	-1	20	0.4	6
CCOCCCNC(=O)C1CCN(Cc2cccc(OCc3ccccc3)c2)CC1	-6	4	23	.	-28	0	-3	15	2.0	2
O=C(CN1C(=O)C2C3CC(C(Br)C3Br)C2C1=O)Nc1ccc(C(=O)O)cc1 (stereo unspecified)	-3	0	-19	-3	7	4	-8	7	-0.1	2
CC(=O)Nc1sc2c(c1C(c1ccc(F)cc1)N1CCOCC1)CCCC2 (stereo unspecified)	5	-2	-1	16	-22	-7	2	-21	-0.2	-6
CC(C)(C)c1nnc(NC(=O)C2c3ccccc3Oc3ccccc32)s1	7	1	-9	50	2	3	3	4	0.1	2
O=C1NC2(CCCCC2)C(=O)N1/N=C/c1ccc(O)cc1O	5	7	10	-6	-29	-3	3	2	1.0	4
CC(=O)Nc1ccc(S(=O)(=O)N2CCN(CC3CC4C=CC3C4)CC2)cc1 (stereo unspecified)	1	-2	1	7	5	1	1	-6	-0.4	0
COc1ccc(OC)c(NC(=O)CSc2nnc(NC(=O)c3ccco3)s2)c1	-3	-1	5	0	-33	2	-1	-5	-2.7	5
Cn1nnnc1SCCNC/C=C/c1ccccc1	18	1	77*	5	-38	-9	3	4	0.3	-1
NS(=O)(=O)c1ccc(CCNC(=O)CN2C(=O)COc3ccc(S(=O)(=O)N4CCCC4)cc32)cc1	-1	-6	3	.	0	2	-3	16	0.2	-7
CCCCNC(=O)Nc1nnc(-c2ccc(OCC)cc2)o1	.	1	.	.	-6	.	-1	.	.	-4
CC(C)CN(C(=O)COC(=O)CCc1nc2ccccc2s1)c1c(N)n(Cc2ccccc2)c(=O)[nH]c1=O	6	.	23	12	.	0	3	22	-0.1	.
CC(=O)c1cccc(NC(=S)NNC(=O)c2ccc(C)c([N+](=O)[O-])c2)c1	6	-2	13	24	-8	29	3	12	1.0	0
CCn1nc([N+](=O)[O-])c(C(C#N)c2nc3ccccc3n2C)c(Cl)c1=O (stereo unspecified)	5	0	-6	22	-26	2	0	-46	0.3	3
O=C(NCC(c1ccco1)N1CCOCC1)c1ccc(C(F)(F)F)cc1 (stereo unspecified)	-3	.	1	21	.	4	-2	6	0.5	.
Cn1c(=O)c(C(=O)COC(=O)c2cc(C(F)(F)F)nc3c(C(F)(F)F)cccc23)c(N)n(CC2CC2)c1=O	-5	1	14	25	-7	1	-2	-29	-0.4	-3
CC12CCC(=O)N1C(C(=O)N1CCN(c3ccc(C(F)(F)F)cc3[N+](=O)[O-])CC1)CS2 (stereo unspecified)	-7	-1	-22	25	4	4	-2	15	-0.3	4
COc1ccc(OC)c(NC(=O)CC2SC(=Nc3ccc(F)cc3)N(CCC3=CCCCC3)C2=O)c1 (stereo unspecified)	0	6	5	21	-15	8	3	-25	0.5	-3
NC(=O)c1ccc(N2CCCCC2)c(N2C(=O)CCC2=O)c1	2	4	-7	-3	8	26	0	-16	-0.2	1
COc1cccc(C(=O)N2CCN(C(=O)c3ccc(-c4ccccc4)cc3)CC2)c1OC	-7	-3	-12	40	-11	7	1	-23	-0.8	-2
COCCCNC(=O)c1ccc(S(=O)(=O)c2ccc(Cl)cc2)c(NC(C)=O)c1	-1	5	2	30	-11	6	1	2	0.1	0
CC(=O)N1CCc2cc(S(=O)(=O)NC(C(=O)Nc3ccc4c(c3)OCCO4)C(C)C)ccc21 (stereo unspecified)	-27	6	-17	11	2	1	1	-12	1.0	1
Cc1ccc(S(=O)(=O)NCC(=O)NC2CCCCCC2)cc1	-5	0	-6	23	4	-2	-1	27	0.4	3
CCCC1(C(=O)OC)NC(c2ccc(OC)c(OC)c2)C2C(=O)N(c3cccc(C(C)=O)c3)C(=O)C21 (stereo unspecified)	-3	-1	4	.	-44	3	2	-24	-0.3	-3
COc1cccc(NC(=O)NNC(=O)CN2C(=O)COc3ccccc32)c1	9	1	45	16	-13	-2	-4	17	0.1	0
CC(=O)/C(N=Nc1ccc(OC(F)(F)F)cc1)=C(\C)O	-2	8	1	12	14	11	-7	2	0.1	1
Cc1ccc(S(=O)(=O)N/N=C(\c2ccccc2)C2CC2)cc1	-5	1	-2	29	-22	-7	-2	-12	-0.1	-6
CCN(CC)C(=O)C(Cc1ccccc1)N1C(=O)c2ccccc2C1=O (stereo unspecified)	-5	-1	24	19	-38	-12	-1	11	-0.4	1
COc1cccc(OC)c1Oc1ccc(C(F)(F)F)cn1	-8	0	-21	23	15	-2	11	12	-0.6	5
COc1ccc(CC(=O)NNS(=O)(=O)c2cccc([N+](=O)[O-])c2)cc1OC	-1	0	1	15	3	3	6	7	0.2	-8
CCSc1nnc(NC(=O)CSc2c(Cl)cccc2Cl)s1	-9	-1	7	3	-8	-2	3	11	0.1	1
(next part)
SMILES	HSF1 inhib	HSP90 inh	HSF-1 act	AI-2 QS mod	KLF5 inhibitor	Platelet DG rel	HDAC3 inh	aSyn UTR inh	HIF activator	IEC-6 tox
CCCOc1ccc(N2C(=O)C3ON(c4ccccc4)C(c4ccc(O)c(OC)c4)C3C2=O)cc1 (stereo unspecified)	9	1	9	20	10	-2	7	-4	-2.6	4
CCO[C@H]1OC(C(=O)N2CCCCCCC2)=C[C@@H](c2ccccc2)[C@@H]1CCCO	-5	-2	10	8	-3	0	2	-13	-0.2	-11
COc1ccc(Cl)cc1NC(=O)CN1C(=O)CCS(=O)(=O)c2ccccc21	-5	0	4	-2	-21	-2	.	1	0.0	4
O=C(Cc1ccc(Cl)cc1)NCCCn1ccnc1	7	3	5	41	-5	-3	2	1	-0.4	0
Cc1ccc(CSc2nnc(-c3ccccc3N)c(=O)[nH]2)cc1	15	0	4	-1	-39	2	-3	-27	-0.1	-3
CN(c1cccc(NC(=O)CSc2ccc(Cl)cc2)c1)S(C)(=O)=O	13	5	26	3	25	5	0	11	0.1	2
CCOC(=O)c1c(C)c(C(=O)NCCCN2CCCC2=O)c(C)n1CC	-4	-1	1	6	-29	3	3	15	-0.4	-5
CC1Cn2c(nc3sc4c(c3c2=O)CC(C)(C)OC4)N1CCO (stereo unspecified)	3	-3	-4	29	-7	5	-10	6	2.5	0
COc1ccc(NC(=O)C/C(C)=N/NC(=O)CCc2ccccc2)c(OC)c1	12	-1	15	11	-29	13	3	-9	-5.5	-4
COc1ccc(OC)c(-n2c(SCC(N)=O)nnc2-c2c[nH]c3ccccc23)c1	-4	-1	0	10	-2	?	-1	3	-0.1	0
CC(C)CN(C(=O)CN(C)C(=O)Cc1ccccc1Cl)c1c(N)n(CC(C)C)c(=O)[nH]c1=O	-1	-2	20	10	-14	1	-1	1	-0.1	0
CCCN1C(=O)C2(SC(NC(C)=O)=NN2C(C)=O)c2cc(C)cc(C)c21 (stereo unspecified)	14	-4	3	26	-11	2	-1	-13	0.0	3
